M1AAP inhibition: P. falciparum M1AAP inhibitors, biochemical, fluorogenic H-Leu-NHMec substrate, 1536-well (AID 1445) | Aminopeptidase N (Plasmodium falciparum (isolate 3D7)) | recombinant M1AAP, H-Leu-NHMec fluorogenic kinetic assay; higher % means a stronger effect | one-dose inhibition, % at 30 µM; IC50 in µM for titrated hits | 220,000 compounds, 0.42% hits;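 active means primary inhibition above the hit cutoff, then over 50% inhibition at one or more dose response concentrations, cut at about 23% in these data, passing the limit was not always enough; inconclusive means conflicting primary data, or primary hits not chosen for dose response; inactive means low primary inhibition, or under 50% at every dose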;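 further: plate controls were DMSO full reaction for no effect and no enzyme background for full effect; strong numbers were not always called active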
Myeloid diff 2: induction of myeloid progenitor differentiation, primary screen, cell-based, flow cytometry, MLPCN library | calls only at 10 µM | ER-HoxA9 myeloid progenitors, lysozyme-GFP differentiation | 360,000 compounds, 1% hits | AID 624256, 2012;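 active means normalized GFP-positive differentiation at or above the plate's own cutoff, the solvent-only control mean plus 3 SD; inconclusive means no clear call, values can overlap the other calls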;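 further: cells exposed to compound for four days before flow analysis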
Lipid droplet: inhibitors of hepatocyte lipid droplet formation, primary screen, imaging, high-throughput imaging, BODIPY stain | AML12 mouse hepatocytes, oleate lipid droplets | inhibition, % at 6.5 µM | 240,000 compounds, 0.4% hits | AID 1656, 2009;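 active means lipid droplet intensity inhibited by at least 50%, with more than 500 cells counted; inconclusive means wells with under 300 cells, treated as cytotoxic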
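Assay system: AML12 mouse liver cells | Compound dosing: One dose, 6.5 µM compound | Read-out basis: Droplet intensity reduction, % inhibition | Measured by: Fluorescence imaging, 20x objective, two fields per well | Schedule: Overnight treatment with compound plus oleate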
K1F lysis inhibition: inhibition of K1F phage lysis, E. coli UTI89, bacterial capsule biogenesis inhibitors, alamar blue (AID 488966); 340,000 compounds, 0.02% hits; inhibition, % at 100 µM; hits with a dose series show IC50 in µM; E. coli UTI89 K1F phage lysis, alamar blue, 2 h; higher % means a stronger effect;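 active means phage lysis inhibition, versus mean bacterial control, above a set limit; inconclusive means no clear call, values can overlap the other calls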;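 further: capsule biogenesis inhibitors block K1F phage lysis so surviving cells raise fluorescence; higher fluorescence means more inhibition of phage lysis; actives were called in the ten point dose series up to 300 µM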
WT yeast gro inh: growth inhibition of WT strain, primary screen, mitochondrial fusion inhibitor project, WT and mutant strains, chemical genetic. 190,000 compounds, 2.1% hits. inhibition, % at 10 µM. mitochondrial fusion phenotypic screen; in the data active means inhibition above about 58%; tested in S. cerevisiae
WT yeast gro inh mutant strain: second read-out of WT yeast gro inh, no call of its own (marks repeat the call); inhibition, %; mitochondrial fusion phenotypic screen, mutant strain inhibition
Lipid droplet cells 6.5 µM: also measured in Lipid droplet; calls as there; cell count; measured here: cell count, cytotoxicity flag;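 cells counted across two imaged fields per well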
Myeloid diff 2 GFP+ MAC1+ %: further read-out of Myeloid diff 2, marked with its call; GFP+ MAC1+ double positive, %; measured here: differentiation confirmed by MAC1 staining
The depositor's hits bear a star; i = inactive; ? = inconclusive; . = not tested or not shown; [ ] = remark or other dose. Some of the compounds tested, so the mix of outcomes need not match the whole.

Sample of the layout (2 entries):
SMILES	M1AAP inhibition	Myeloid diff 2	Lipid droplet	Lipid droplet cells 6.5 µM	K1F lysis inhibition	WT yeast gro inh	others
CCCCCCc1nc(C(N)=O)c2[nH]c(=O)n(-c3ccccc3F)c2n1	.	.	-1	756	-1.4%	.
COc1cc(OC)c(S(=O)(=O)Nc2ccc(C(=O)O)cc2)cc1S(=O)(=O)Nc1ccc(C(=O)O)cc1	.	.	12	803	0.2%	.

The listing, repeating the preview:
SMILES	M1AAP inhibition	Myeloid diff 2	Lipid droplet	Lipid droplet cells 6.5 µM	K1F lysis inhibition	WT yeast gro inh	others
CCCCCCc1nc(C(N)=O)c2[nH]c(=O)n(-c3ccccc3F)c2n1	.	.	-1	756	-1.4%	.
COc1cc(OC)c(S(=O)(=O)Nc2ccc(C(=O)O)cc2)cc1S(=O)(=O)Nc1ccc(C(=O)O)cc1	.	.	12	803	0.2%	.
O=C(Cc1ccsc1)Nc1ccccc1F	.	.	-14	738	-1.0%	.
O=C(Nc1ccc2ccccc2c1)c1ccc(Br)o1	.	.	-7	671	0.0%	.
O=C(N/N=C\c1cccc(F)c1)c1ccc(-c2ccccc2)cc1	.	.	-17	682	0.4%	.
COc1ccc(Cl)cc1Nc1nc(-c2cccnc2)cs1	.	.	-2	849	0.2%	.
Cc1c([N+](=O)[O-])cc(C(=O)Nc2ccc3ncccc3c2)cc1[N+](=O)[O-]	.	.	-2	763	0.1%	.
Cc1ccccc1NC(=O)Cn1nc(C)c2ccccc2c1=O	.	.	3	839	0.4%	.
Cc1ccc2nc3c(cc(C(=O)NCCN4CCOCC4)c(=N)n3CCCN3CCOCC3)c(=O)n2c1	.	.	-1	703	0.1%	.
CC(C)(C)c1ccc(/C=N/N2C(=O)CSC2=S)cc1	.	.	-3	807	1.1%	.
Cc1ccc(-c2cc(C(=O)N/N=C/c3ccc(Cl)cc3)n[nH]2)o1	.	.	-2	895	-0.1%	.
CC(=O)c1ccc(NC(=O)c2cccc(NC(=O)c3ccccc3)c2)cc1	.	.	4	767	0.2%	.
Cc1ccnc(NC(=O)CCc2c[nH]c3ccccc23)c1	.	.	20	868	1.4%[50 µM]	.
COc1ccc2nc(SCC(=O)Nc3cc(C)on3)c(C#N)cc2c1	.	.	-3	816	0.0%	.
Nc1cc(=O)[nH]c(SCCSc2ccc(F)cc2)n1	.	.	4	768	0.2%	.
CC1Cc2ccccc2N1Cc1ccc([N+](=O)[O-])cc1 (stereo unspecified)	.	.	2	666	0.0%	.
CCCCc1nnc(SCC(=O)Nc2nccs2)n1C	.	.	-3	790	0.4%[50 µM]	.
Cn1c(=O)[nH]c(=O)c2c1nc(N1CCNCC1)n2Cc1ccccc1	.	.	-14	777	-0.2%	.
O=C(Nc1ccccc1)c1cccc(N2C(=O)C3C4C=CC(C4)C3C2=O)c1 (stereo unspecified)	.	.	20	672	-0.2%[50 µM]	.
COc1ccccc1N1CCN(c2ccnc3cc(Cl)ccc23)CC1	.	.	-15	716	0.2%	.
CCOCCCNC(=O)c1ccc2c(c1)ncn2-c1cccc(C)c1	.	.	-3	773	0.2%	.
O=C(O)c1ccc(Nc2nc(-c3ccc([N+](=O)[O-])cc3)nc3ccccc23)cc1	.	.	-3	793	-1.2%[50 µM]	.
Cc1ccc(NC(=O)CNC(=O)Cc2cccc3ccccc23)nc1	.	.	0	593	0.0%	.
CC(=O)NC(Cc1ccccc1C)C(=O)NC1CCN(C(=O)NCc2ccccc2)CC1 (stereo unspecified)	.	.	26	766	0.0%	.
O=C(NC1CCC(O)CC1)c1ccccc1OCc1ccc(F)cc1 (stereo unspecified)	.	.	4	786	0.0%	.
COc1ccc(S(=O)(=O)N2CCOC2CNC(=O)C(=O)NCCCN2CCOCC2)cc1 (stereo unspecified)	.	.	1	838	0.1%	.
COc1ccc(CNC(=O)CCCC(=O)Nc2cccc(Br)c2)cc1	.	.	-15	815	0.3%	.
COc1cc(NC(=O)NCCN2CCN(c3ccccc3)CC2)cc(OC)c1OC	.	.	-3	814	-0.1%[50 µM]	.
COc1cc(/C=C2\CC(C(C)(C)C)C/C(=C\c3cc(OC)c(OC)c(OC)c3)C2=O)cc(OC)c1OC (stereo unspecified)	.	.	0	878	1.2%	.
Cc1ccc(C(C)(O)CS(=O)(=O)Cc2ccccc2)cc1 (stereo unspecified)	.	.	-1	421	0.0%	.
O=C(c1ccccc1)c1cccc[n+]1[O-]	.	.	-3	815	0.3%	.
COC(=O)c1ccc(CNCC(O)COc2ccc(-c3ccccc3)cc2)cc1 (stereo unspecified)	.	.	-15	811	-0.2%	.
CC(=O)Nc1cccc(NC(=O)COc2ccccc2C)c1	.	.	10	818	-0.1%	.
Cc1cccn2c(=O)c3cc(C(=O)NCCN4CCOCC4)c(=N)n(CCN4CCOCC4)c3nc12	.	.	0	780	-1.6%	.
O=C(c1cc(-c2ccc(Br)cc2)on1)N1CCOCC1	.	.	0	716	-1.3%	.
C/C(=N\NC(=O)c1ccc(F)cc1)c1ccc(NC(=O)Cc2ccccc2)cc1	.	.	26	675	1.6%	.
NC(=O)CSc1n[nH]c(=O)n1CCc1ccccc1	.	.	-3	816	0.0%	.
CNc1nc(NCc2ccccc2)c2ccccc2n1	.	.	13	736	3.3%	.
Cc1ccc(S(=O)(=O)NCC(=O)NCC(=O)N2CCC(C)CC2)cc1	.	.	8	799	0.3%	.
Cc1csc(NC(=O)CSc2sc3c(O)cc(=O)[nH]c3c2C#N)n1	.	.	-8	738	1.2%	.

Sorted by count of non-hydrogen atoms (highest first): some entries from above
SMILES	M1AAP inhibition	Myeloid diff 2	Lipid droplet	Lipid droplet cells 6.5 µM	K1F lysis inhibition	WT yeast gro inh	others
Cc1cccn2c(=O)c3cc(C(=O)NCCN4CCOCC4)c(=N)n(CCN4CCOCC4)c3nc12	.	.	0	780	-1.6%	.
CC(=O)NC(Cc1ccccc1C)C(=O)NC1CCN(C(=O)NCc2ccccc2)CC1 (stereo unspecified)	.	.	26	766	0.0%	.
O=C(O)c1ccc(Nc2nc(-c3ccc([N+](=O)[O-])cc3)nc3ccccc23)cc1	.	.	-3	793	-1.2%[50 µM]	.
COc1ccc(CNC(=O)CCCC(=O)Nc2cccc(Br)c2)cc1	.	.	-15	815	0.3%	.
NC(=O)CSc1n[nH]c(=O)n1CCc1ccccc1	.	.	-3	816	0.0%	.

Later entries.
SMILES	M1AAP inhibition	Myeloid diff 2	Lipid droplet	Lipid droplet cells 6.5 µM	K1F lysis inhibition	WT yeast gro inh	others
Cc1cc([N+](=O)[O-])ccc1NCc1ccc2c(c1)OCCO2	.	.	-1	815	0.6%	.
O=C(CN(C(=O)CCC(=O)Nc1nccs1)c1ccccc1F)NCc1ccc2c(c1)OCO2	.	.	-6	757	0.3%	.
CCOc1ccc(/C=N/NC(=O)c2nnn(-c3nonc3N)c2CN2CCC(C)CC2)cc1	.	.	-18	778	-0.8%	.
CSCCC(=O)NC1CCCN(CCc2ccccc2)C1 (stereo unspecified)	.	.	0	781	0.3%	.
COc1ccc(OC)c(CCNC(=O)C(C)n2nc(C)c3c(C)n(-c4ccc(C)cc4)nc3c2=O)c1 (stereo unspecified)	.	.	60*	677*	0.2%	.
COC(=O)c1cc(C(=O)c2c(C)cc3ccccn23)cc([N+](=O)[O-])c1	.	.	-16	830	0.6%	.
CC(C)CN1CCN(CCCc2ccccc2)C(CCO)C1 (stereo unspecified)	.	.	-2	788	0.0%	.
Cc1ccc(CC(=O)N2CCN(c3ccc([N+](=O)[O-])cc3)CC2)cc1	.	.	-4	797	0.5%	.
Cc1nc(C)n(C(C)CNS(=O)(=O)c2ccc(C)c(C)c2)n1 (stereo unspecified)	.	.	-3	762	-0.6%	.
O=C(NC1CCCN(CCc2ccccc2)C1)C1CCCC1 (stereo unspecified)	.	.	-3	814	0.4%	.
Oc1ccc(O)c(/C(=N/Nc2ccccc2)c2ccccc2)c1	.	.	34	808	2.7%[50 µM]	.
O=C(O)CSCC(=O)N1CCc2c([nH]c3ccccc23)C1C(F)(F)F (stereo unspecified)	.	.	-7	399	-0.1%	.
O=C(C[n+]1cc(Br)cc(Br)c1)c1ccc(Cl)cc1	.	.	-1	843	1.9%[50 µM]	.
CCCC(C(=O)Nc1ccc2c(C)cc(=O)oc2c1)c1ccccc1 (stereo unspecified)	.	.	-5	658	0.0%	.
CN1C(=O)C2(OCC(C)([N+](=O)[O-])CO2)c2ccccc21 (stereo unspecified)	.	.	-1	877	0.3%	.
CN(C)S(=O)(=O)c1ccc(S(=O)(=O)N2CCCC(C(=O)NC3CCCC3)C2)cc1 (stereo unspecified)	.	.	-8	790	1.3%	.
CCc1ccccc1-n1nnnc1SCC(=O)Nc1cc(C)on1	.	.	-22	764	0.1%	.
CCn1c(N2CCN(Cc3ccc([N+](=O)[O-])cc3)CC2)nc2ccccc21	.	.	-17	763	0.2%	.
Cc1ccc(NC(=O)Nn2cnnc2)cc1Cl	.	.	-4	674	0.2%	.
COc1ccccc1N1CCN(C(=O)CSc2nc3ccccc3nc2N2CCC(C)CC2)CC1	.	.	52*	817*	0.8%	.
Cc1ccc(-c2cc(C(=O)N3CCOCC3)no2)cc1	.	.	-3	801	-1.3%	.
Cc1cc(C(=O)NNC(=O)c2cccc(N(C)C)c2)c(C)o1	.	.	0	725	0.2%	.
COCCNC(=O)c1cccc(NC(=O)C2=C(C)OCCS2)c1	.	.	-2	867	0.2%	.
CCOc1ccc(N/C=C\C(=O)c2ccc3c(c2)OCO3)cc1	2%	.	.	.	0.0%[50 µM]	-16	WT yeast gro inh mutant strain=1
Clc1ccc2nc(-c3ccccc3)nc(C(Cl)Cl)c2c1	3%	.	-4	510	0.1%	.
Cc1c(C(=O)NCCSCc2c(F)cccc2Cl)cnn1-c1ccc(F)cc1	-4%	.	-5	678	-0.3%	.
O=C(N/N=C/c1ccc2nccnc2c1)c1ccccc1O	10%	.	0	708	1.5%[50 µM]	.
Cn1nc(C(C)(C)C)cc1NC(=O)Nc1ccc(F)cc1F	6%	.	-1	702	-0.4%	.
COc1ccc(/C=C/C(=O)NC(=S)NNC(=O)c2cnccn2)cc1	23%	.	-74	572	0.3%	.
CN(C)CC(CCC(CN(C)C)C(=O)c1ccccc1)C(=O)c1ccccc1 (stereo unspecified)	-4%	.	-14	727	-0.5%	.
COc1ccccc1NC(=S)NC1CCCCCCCCCCC1	8%	.	-25	628	-1.1%	.
CC(C)(C)CC(C)(C)N1CNC(=S)NC1	1%	.	17	783	0.1%	.
CC(=O)[C@@]1(O)C(C)CC2C3C=C(C)C4=Cc5c(cnn5-c5ccccc5)C[C@]4(C)C3C(O)C[C@@]21C (stereo partly specified)	13%	.	34	615	0.3%	.
O=C(Cn1nc(C(=O)O)c2ccccc2c1=O)Nc1ccc2c(c1)C(=O)c1ccccc1C2=O	0%	.	-11	722	-0.3%[50 µM]	.
CCN1CCN(Cc2ccc(NC(=O)c3cc(NC(=O)c4cnn(-c5ccccc5)c4N)cc(OC)c3)cc2C(F)(F)F)CC1	0%	.	14	696	-0.1%	.
Cn1c(SCC(=O)Nc2ccc(Br)cc2)nc(O)cc1=O	-2%	.	7	733	-0.5%	.
Cc1cccc(OCC(=O)N=Nc2c(O)[nH]c3ccc([N+](=O)[O-])cc23)c1	0%	.	-3	686	1.7%[50 µM]	.
O=[N+]([O-])c1ccc(-c2nc(C(Cl)Cl)c3ccccc3n2)cc1	1%	.	-44	591	-0.8%	.
COc1ccc(COc2cccnc2N)cc1	-4%	.	2	741	-0.2%	.
c1ccc2c(c1)C1=NCCN1c1ccccc1-2	.	?	.	.	.	.
COc1cccc(OC)c1C(=O)Nc1sc2c(c1C(N)=O)CCCC2	.	i	.	.	.	.	Myeloid diff 2 GFP+ MAC1+ %=0.4
CC(C)(C)c1ccc(NC(=O)c2cc(C3CCCN(C(=O)CCc4ccccc4)C3)on2)cc1 (stereo unspecified)	.	i	.	.	.	.	Myeloid diff 2 GFP+ MAC1+ %=1.2
